Source: PubChem
CHT inh: inhibitors of human choline transporter CHT; High affinity choline transporter 1 (Homo sapiens), Q9GZV3; CHT-expressing cells, membrane potential dye, choline response; stronger effect = lower value; B-score at 10 µM; 310,000 tested, 0.86% active; AID 488975, 2010;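 active = B-score over 3 SD under the library average, and starting fluorescence ratio not unusually high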;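 note: choline stimulus applied at its EC90 after an EC20 pre-addition; B-score computed on integrated fluorescence ratio after choline addition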
Target sequence (Q9GZV3 whole entry, looked up): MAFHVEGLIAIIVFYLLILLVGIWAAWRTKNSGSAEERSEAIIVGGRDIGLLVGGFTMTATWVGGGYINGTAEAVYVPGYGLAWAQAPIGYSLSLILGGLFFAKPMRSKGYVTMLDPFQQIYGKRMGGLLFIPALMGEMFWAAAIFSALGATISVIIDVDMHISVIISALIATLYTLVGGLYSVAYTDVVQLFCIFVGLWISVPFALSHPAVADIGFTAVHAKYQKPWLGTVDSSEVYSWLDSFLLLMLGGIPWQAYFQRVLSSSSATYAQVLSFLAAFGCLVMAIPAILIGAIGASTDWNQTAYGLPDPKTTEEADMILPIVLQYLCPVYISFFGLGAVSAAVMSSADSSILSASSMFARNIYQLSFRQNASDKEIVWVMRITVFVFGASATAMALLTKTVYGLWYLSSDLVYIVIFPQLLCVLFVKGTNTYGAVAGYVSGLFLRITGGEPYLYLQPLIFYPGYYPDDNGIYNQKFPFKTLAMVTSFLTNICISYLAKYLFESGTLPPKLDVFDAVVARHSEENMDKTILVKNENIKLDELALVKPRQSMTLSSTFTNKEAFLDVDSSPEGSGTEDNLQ
CHT allo act: CHT positive allosteric modulators, primary screen, cell-based, membrane potential dye, choline EC20; CHT-expressing cells; stronger effect = higher value; LV-AA mutant CHT in HEK293 cells; 310,000 tested, 0.49% active; High affinity choline transporter 1 (Homo sapiens), Q9GZV3; B-score at 10 µM;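 active = initial fluorescence not abnormally high and integrated response B-score, plate-corrected, over 3 SD above library mean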
* hit, by the source's call; i = inactive.

SMILES	CHT inh	CHT allo act
Cc1cccc(C(=O)NC2CCN(C(=O)N3CCOCC3)CC2)c1	i	i
COc1ccc(NC(=O)CN(C)C(=O)c2ccc(-c3cccc(C(F)(F)F)c3)o2)cc1	i	i
C#CCN1C(C)=C(C(=O)OC)C(c2cccc([N+](=O)[O-])c2)C(C(=O)OCC)=C1C (stereo not given)	i	i
COc1ccccc1CCNC(=O)C1CCCO1 (stereo not given)	i	i
CCOC(=O)C(C)c1nc2ccccc2[nH]c1=O (stereo not given)	i	i
COc1ccc(N(CC(=O)Nc2ccc(OC)c(OC)c2)S(=O)(=O)c2ccccc2)cc1Cl	i	i
CC(=O)c1ccc(N(C(=O)c2ccco2)C(C(=O)NC2CCCC2)c2cccs2)cc1 (stereo not given)	i	i
COCC1CCCN(Cc2nc(Cc3ccccc3)no2)C1 (stereo not given)	i	i
NC1=NS(=O)(=O)NC1c1ccc(Cl)cc1 (stereo not given)	i	i
CCO[C@@H]1OC(C(=O)NC2CC2)=C[C@H](C(C)(C)C)[C@H]1CCCO	i	i
CC(=O)Nc1cccc(NC(=O)C2CCCN2C(=O)Nc2ccccc2C)c1 (stereo not given)	i	i
COc1ccc(CSc2n[nH]c(C)n2)cc1[N+](=O)[O-]	i	i
O=C(/C=C/c1cn(-c2ccccc2)nc1-c1ccc2c(c1)OCCO2)NCCCN1CCOCC1	-5.8*	i
NC(=O)c1cc[n+](Cc2ccc([N+](=O)[O-])cc2)cc1	i	i
CN1/C(=C\C(=S)Nc2ccccc2)C(C)(C)c2ccccc21	i	i

Entries listed so far that bear a hit mark in CHT inh:
| structure | CHT inh |
| --- | --- |
| O=C(/C=C/c1cn(-c2ccccc2)nc1-c1ccc2c(c1)OCCO2)NCCCN1CCOCC1 | -5.8* |

(continued)
SMILES	CHT inh	CHT allo act
Cc1ccc(N2C(=O)CC(N(CCc3ccccc3)C(=S)Nc3ccc(N(C)C)cc3)C2=O)cc1 (stereo not given)	i	i
CCNc1nc2nc3ccc(C)cn3c(=O)c2cc1C(=O)NCC1CCCO1 (stereo not given)	i	i
Cn1c(SCC(=O)Nc2nc3c(s2)CCCC3)nnc1-c1ccccc1	i	i
CCN(CC)c1ccc(C=Nc2ccc(C)cc2C)c(O)c1	i	i
COc1ccc(CN(C(=O)c2ccco2)c2ccccc2)cc1	-5*	i
CC(C)NC(=O)CC(=O)N/N=C/c1cccs1	i	i
Nc1ccc(S(=O)(=O)N2CCCC2)cc1	i	i
O=C(CCc1ccccc1)Nc1sc2c(c1C(=O)O)CCCC2	i	i
C=CCNC(=S)Nc1ccc(C)cc1[N+](=O)[O-]	i	i
Cc1cc(C)nc(/N=C(\N)C2=C(O)CC(C)(C)CC2=O)n1	i	i
O=C(NCCCN1CCCC1)c1ccc2c(c1)N(Cc1cccc(Cl)c1)C(=O)c1ccccc1S2=O (stereo not given)	i	i
Cc1cccc(Nc2ccc3nonc3c2[N+](=O)[O-])c1C	i	i
O=C(Nc1ccc(N2CCOCC2)cc1)c1cccc2c(Br)cccc12	i	i
CCOc1ccc(Br)cc1CC(=O)O	i	i
CC(C)n1nc(C(=O)Nc2nnc(SCc3c(Cl)cccc3Cl)s2)c2ccccc2c1=O	i	i
Cc1ccccc1NC(=O)Cc1nc(COC(=O)C(C)C)cs1	i	i
CCOC(=O)C1CCN(C(=O)c2sc3ncnc(N4CCC(C)CC4)c3c2C)CC1	i	i
O=C(NC1CCCCCC1)C(=S)NC1CCCCC1	i	i
COc1ccc(C(=O)CCC(C)(C)[N+](=O)[O-])cc1OC	i	i
Cc1ccc(S(=O)(=O)N2CCN(C(=O)Cn3nc(C)c([N+](=O)[O-])c3C)CC2)c(C)c1	i	i
Cc1nnc(SCC(=O)NN2C(=O)NC3(CCCCC3)C2=O)s1	i	i
COc1cc2c(cc1OC)CN(C(=O)c1cc(S(=O)(=O)N3CCOCC3)ccc1Cl)CC2	i	i
Cc1c(C(=O)Nc2c(F)cccc2F)sc2ncn(CC(=O)N3CCCCC3)c(=O)c12	i	i
COc1ccc(CCCc2nnc(SCC(=O)N/N=C\c3ccc(O)c(OC)c3)o2)cc1C	i	i
Cc1nc(NCC2CCCO2)c2nnn(Cc3c(F)cccc3Cl)c2n1 (stereo not given)	i	i
COc1ccc2nc(NC(=O)C3CCCN(S(=O)(=O)c4c(C)noc4C)C3)sc2c1 (stereo not given)	i	i
CCOC(=O)C1=C(N)c2ccccc2CC1C1CCCC1 (stereo not given)	i	i
CCCN1CCN(c2ncnc3scc(C4COc5ccccc5O4)c23)CC1 (stereo not given)	i	i
COC(=O)C1=CN(C2CC2)C=C(C(=O)OC)C1c1ccc(C(=O)OC)cc1	i	i
COc1ccc(S(=O)(=O)N2CCN(Cc3cccc(Cl)c3)CC2)cc1	i	i
COc1ccccc1/C=C/C(=O)OCCCN(C)C	i	i
CCc1ccc(N2CCN(CCNC(=O)Nc3ccc(OC)cc3)CC2)cc1	i	i
N#Cc1c(-c2ccco2)nc(NCC2CCCO2)[nH]c1=O (stereo not given)	i	i
NC(=O)COc1ccc(NC(=O)c2ccccc2-c2ccccc2)cc1	i	i
Nc1c2c(nc3ccc(Br)cc13)N(C1CCCCC1)CC2	i	i
CCOC(=O)c1cc(-c2csc(-c3cccc(Cl)c3)n2)on1	i	i
Cc1nn(-c2ccccc2)c(C)c1/C=N/Nc1nc2ccccc2[nH]1	i	i
O=C(c1cccc(N2C(=O)C3CC=CCC3C2=O)c1)N1CCCc2ccccc21 (stereo not given)	i	i
COc1ccc(N2CCN(S(=O)(=O)CCNC(=O)c3cc(=O)c4ccccc4o3)CC2)cc1	i	i
Cc1ccc(S(=O)(=O)NC(=O)c2ccccc2F)cc1	i	i
CCCC(=O)Nc1cc(-c2nn(C)c(=O)c3ccccc23)ccc1N1CCCCC1	i	i
Cc1ccc(NC(=O)COC(=O)c2ccccc2Cl)cc1S(=O)(=O)N(C)C	i	i
COC(=O)CNC(=O)C1Nc2ccc(OC(F)(F)F)cc2C2C=CCC12 (stereo not given)	i	i
Cc1ccc(NC(=O)C2=C(C(=O)O)CCCC2)cc1Br	i	i
C=CCSc1nnc(NC(=O)COc2ccccc2)s1	i	i

One compound at a time (already shown). Values in the order: CHT inh	CHT allo act
Cc1ccccc1NC(=O)Cc1nc(COC(=O)C(C)C)cs1 in the list: i	i
CC(C)n1nc(C(=O)Nc2nnc(SCc3c(Cl)cccc3Cl)s2)c2ccccc2c1=O in the list: i	i
CCOC(=O)C1CCN(C(=O)c2sc3ncnc(N4CCC(C)CC4)c3c2C)CC1 in the list: i	i

Next structures follow.
SMILES	CHT inh	CHT allo act
CC(=O)c1ccc(NC(=O)c2cc(Cl)sc2Cl)cc1	i	i
Cc1ccc(Nc2c([N+](=O)[O-])c(=O)oc3ccccc23)cc1	i	i
O=C(NNc1c(Cl)cccc1Cl)c1ccno1	i	i
O=C(NCc1ccco1)C(=O)N1CCCC1	i	i
CCOC(=O)N1CCN(c2nnc(-c3ccc(C)cc3)c3ccccc23)CC1	i	i
COc1cccc(C2C(C(=O)c3cc4cccc(OC)c4o3)=C(O)C(=O)N2c2cc(C)on2)c1OC (stereo not given)	i	i
O=C(Nc1ccc(F)c(F)c1)c1cnc(-c2ccccc2)nc1-c1ccccc1	i	i
COc1ccc(N2CCN(C(=O)Cn3nnc(-c4ccc(OC)c(OC)c4)n3)CC2)cc1	i	i
O=[N+]([O-])c1cccc(-c2nnc(-c3ccc4c(c3)OCO4)o2)c1	i	i
Cn1c2ccccc2c2c(C(=O)N3CCN(c4ccccc4)CC3)cn(C3CCCC3)c(=O)c21	i	i
CN(CCCNC(=O)C1CCCN(S(=O)(=O)c2cnc[nH]2)C1)c1ccccc1 (stereo not given)	i	i
CCCNc1c(NS(=O)(=O)c2cccc(C#N)c2)c(=O)oc2ccccc12	i	i
Cc1nn(C)c(Cl)c1NC(=O)OCc1ccccc1	i	i
Cn1c(SCC(=O)c2cc3ccccc3o2)nnc1-c1ccccc1	i	i
Cc1nc(N2CCC(C(N)=O)CC2)c2nnn(Cc3ccccc3)c2n1	i	i
COc1ccc(/C=C/C(=O)NC(=S)N2CCCC(C(N)=O)C2)cc1 (stereo not given)	i	i
COc1ccc2c(=O)c(-c3ccc4c(c3)OCO4)coc2c1	i	i
O=C(NCc1ccco1)c1ccc(-c2cccc(Cl)c2)o1	i	i
CSc1cccc(NC(=O)Cn2cnc(S(=O)(=O)N3CCCC3)c2)c1	i	i
CCOc1cc(/C=C2\SC(=S)N(C(C(=O)O)c3ccccc3)C2=O)ccc1O (stereo not given)	i	i
CC(C)N1CCN(C(=O)c2cccc(Cl)c2)CC1	i	i
CN(CC(=O)Nc1ccc(F)cc1)C(=O)COc1ccc([N+](=O)[O-])cc1Cl	i	i
Cc1cc(-c2onc(C)c2C(N)=O)no1	i	i
Cc1ccc[n+](C(C)C(=O)Nc2ccc(C)c([N+](=O)[O-])c2)c1 (stereo not given)	i	i
Cc1c(C(=O)Nc2cc(F)cc(F)c2)cnn1-c1ccccc1	i	i
CN1CCC(Oc2ccccc2Sc2ccccc2)CC1	i	i
Cn1c(=O)c2[nH]c(COc3ccc(C(C)(C)C)cc3)nc2n(C)c1=O	i	i
CCn1c(CCNC(=O)c2ccc(F)cc2)nc2ccccc21	i	i
CNC(=S)N/N=C/c1c(C)nn(-c2cccc(Cl)c2)c1Cl	i	i
Cc1cc(C)nc(SCC(=O)N/N=C\C(Br)=C\c2ccccc2)n1	i	i
CCOC(=O)C1CCN(C(=O)c2sccc2Cl)CC1	i	i
CC1CCC(NC(=O)c2cccc(S(=O)(=O)N3CCN(c4ccc(F)cc4)CC3)c2)CC1 (stereo not given)	-5.6*	i
CC(C)=CC(=O)N1CCCC(N2CCN(c3ccc(F)cc3)CC2)C1 (stereo not given)	i	i
CC(=O)OCC(=O)[C@H]1CC[C@H]2[C@@H]3CC=C4C[C@@H](O)CC[C@]4(C)[C@H]3CC[C@]12C	i	i
CCN1C/C(=C/c2sccc2C)c2nc3ccccc3c(C(=O)O)c2C1	i	i
COc1ccc(-c2ncncc2-c2ccc(Cl)cc2)c(O)c1	i	i
COCCn1c(C(C)C)nc2ccccc21	i	i
CCOC(=O)Cn1c(CN2CCN(C(c3ccccc3)c3ccccc3)CC2)nc2c1c(=O)n(C)c(=O)n2C	i	i
CCCn1nnc(NC(=O)Cc2ccccc2)n1	i	i
CCOC(=O)c1cc(-c2ccc(N3CCOCC3)cc2)nn1-c1ccc(F)cc1F	i	i
Cc1ccccc1-c1nnn(CC(=O)N2CCN(C(=O)c3ccco3)CC2)n1	i	i
CCOc1cc(CNCCCN2CCOCC2)ccc1OCC(=O)NC(C)(C)C	i	i
C=CCn1c(SCC(=O)NCC2CCCO2)nc2sc(C)c(C)c2c1=O (stereo not given)	i	i
Cc1cc(=O)[nH]c(SCC(=O)N2CCC(C(N)=O)CC2)n1	i	i
CC(C)(CO)NCc1cccs1	i	i

Six entries out of the list, ordered by molecular weight, lowest first:
SMILES	CHT inh	CHT allo act
NC1=NS(=O)(=O)NC1c1ccc(Cl)cc1 (stereo not given)	i	i
COc1ccccc1/C=C/C(=O)OCCCN(C)C	i	i
Cc1nn(C)c(Cl)c1NC(=O)OCc1ccccc1	i	i
Cc1ccccc1NC(=O)Cc1nc(COC(=O)C(C)C)cs1	i	i
CC(=O)c1ccc(N(C(=O)c2ccco2)C(C(=O)NC2CCCC2)c2cccs2)cc1 (stereo not given)	i	i
CCOC(=O)Cn1c(CN2CCN(C(c3ccccc3)c3ccccc3)CC2)nc2c1c(=O)n(C)c(=O)n2C	i	i

Further records follow.
SMILES	CHT inh	CHT allo act
CCO[C@H]1OC(C(=O)N2CCN(C)CC2)=C[C@@H](c2csc3ccccc23)[C@@H]1CCCO	i	i
COC(=O)C1=C(C)N(Cc2ccccc2)C(=O)N[C@H]1CCc1ccccc1	i	i
COc1cc(Cl)ccc1OCc1cc(C(=O)N2CCC(N(C)C)C2)no1 (stereo not given)	i	i
CC(C)(C)c1csc(NC(=O)c2cccs2)n1	i	i
CSc1ccccc1NC(=O)CN(C)C(C)C(=O)NC(=O)NC1CCCCC1 (stereo not given)	i	i
Fc1ccccc1N1CCN(c2ncnc3[nH]ncc23)CC1	i	i
O=C(c1ccc(F)cc1)N1C2CCC1CC(O)(c1ccc(F)cc1)C2 (stereo not given)	i	i
CCOc1ccccc1NC(=O)NC1Cc2ccccc2C1	i	i
Cc1cc(C(=O)Nc2ccccc2C(=O)O)ccc1NC(=O)COc1cccc([N+](=O)[O-])c1	i	i
Nc1nc2ccccc2n1CCOc1ccc(F)cc1	i	i
CCOC(=O)N1CCN(C(=O)CN(Cc2ccc(Cl)cc2)S(=O)(=O)c2ccc(C)cc2)CC1	i	i
COc1ccc(Cn2c(=O)[nH]c3cc(C(=O)NCCCN4CCCCC4)ccc3c2=O)cc1	i	i
Cc1ccc2[nH]c3ccccc3c(=O)c2c1	i	i
COCCNC(=O)C(c1ccc(Cl)cc1)N(C(=O)Cn1nnc2ccccc21)c1cccnc1 (stereo not given)	i	i
Cc1cc(C)c2c(c1)N[C@H](c1cccs1)[C@@H]1CCO[C@H]21	i	i
CCCCCCOc1ccc(OC(=O)c2ccncc2)cc1	i	i
COc1ccc(OCC(=O)NC(CC(=O)O)c2ccc(OC)c(OC)c2)cc1 (stereo not given)	i	i
Cc1ccc(NC(=O)c2ccc3ccccc3n2)nc1	i	i
CCc1c(C)nc2ncnn2c1Nc1ccc(C)c(C)c1	i	i
Nc1cc(=O)nc(SCC(=O)Nc2ccccc2)n1-c1ccccc1	i	i
NNC(=O)c1c(O)c2cccc3c2n(c1=O)CCC3	i	i
CCNC(=S)NS(=O)(=O)c1ccc(Cl)cc1	i	i
CNC(=S)SCCOc1ccccc1C	i	i
